High-throughput results as filed in PubChem.
TrxR1 substrate: is turned over as a substrate by rat TrxR1; Potency, µM (series often up to 114 µM), for the others: top-dose activity change, negative = substrate turnover; O89049; 390,000 compounds, 0.01% hits; purified TrxR1 substrate turnover, NADPH consumption readout; AID 588456; further: potency means the concentration at half of the fitted maximal effect; on the % scale 0 is the no-effect control and ±100 the full control effect; nearly all actives have a fitted effect of over 50% in size
Target sequence (O89049 whole entry, looked up): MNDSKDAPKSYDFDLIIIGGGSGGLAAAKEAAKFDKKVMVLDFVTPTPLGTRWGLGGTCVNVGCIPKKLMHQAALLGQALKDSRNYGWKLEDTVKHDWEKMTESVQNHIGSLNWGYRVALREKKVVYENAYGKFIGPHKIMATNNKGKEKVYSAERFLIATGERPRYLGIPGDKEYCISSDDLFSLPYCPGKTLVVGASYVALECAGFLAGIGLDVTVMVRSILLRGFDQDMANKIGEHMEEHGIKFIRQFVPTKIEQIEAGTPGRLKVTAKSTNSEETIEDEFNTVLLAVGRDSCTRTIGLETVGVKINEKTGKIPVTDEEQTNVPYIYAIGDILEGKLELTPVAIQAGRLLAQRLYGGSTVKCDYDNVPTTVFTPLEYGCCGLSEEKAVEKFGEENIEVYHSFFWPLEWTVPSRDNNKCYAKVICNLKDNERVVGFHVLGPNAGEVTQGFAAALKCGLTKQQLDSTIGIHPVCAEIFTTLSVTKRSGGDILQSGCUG
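Rat TrxR1, dispensed at 90 nM, was prereduced with 400 uM NADPH (final) for 5 min at ~22 deg C, then incubated with compound 15 min before 400 uM selenite. A first-read NADPH fluorescence drop versus no-compound background flagged substrates.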
D2 antag: D2 dopamine receptor (human) antagonism. HEK293 TREx D2 cells, calcium flux, dopamine EC80. inhibition, % at 10 µM. 340,000 compounds, 2% hits; in the data active means inhibition above about 30%; further: 0% is about no effect
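HEK293 T-REx D2 cells, tet-induced, calcium dye no-wash. Cpd pintool add, 180 s kinetic, then EC80 DA, 180 s kinetic. Ca flux read.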
USP1-UAF1 inh: inhibitors of human USP1/UAF1 deubiquitinase. Potency, µM (highest dose often 57.1 µM), without a hit: at the top dose activity change, negative = inhibition, usual class: inhibitors. recombinant USP1/UAF1, Ub-Rhodamine cleavage fluorescence. 390,000 compounds, 0.23% hits. O94782; further: potency means the concentration at half of the fitted maximal effect; on the % scale 0 is the no-effect control and ±100 the full control effect; nearly all actives have a fitted effect of over 60% in size; inactives centre near -12
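USP1/UAF1 complex at 1 nM was preincubated with compound for 15 min at room temperature, then Ub-Rho substrate (150nM final) was added. Fluorescence (480/540 nm) was read kinetically, 6 reads every 60 seconds.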
TRHR enhancer: allosterically enhances the human TRH receptor; P34981; TRHR cells, fluo-8 calcium fluorescence, EC20 TRH enhancement; enhancement, % at 2 µM; 360,000 compounds, 0.66% hits; in the data active means enhancement above about 30%; further: 0% is about no effect
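Enhancer read-out: after compound pinning and an initial kinetic agonist-mode read, an EC20 of TRH (10 nM final) was injected and fluo-8 calcium signal (Ex 480/Em 530) followed at 1 s/cycle for 100 cycles in TRHR-expressing cells.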
rTrxR1 inhibitor: inhibitors of rat thioredoxin reductase 1; O89049; recombinant rTrxR1, NADPH fluorescence consumption, selenite substrate; Potency, µM (top dose mostly 114 µM), inactives show top-dose activity change, negative = inhibition, usual class: inhibitors; 390,000 compounds, 1% hits; AID 588453; further: potency means the concentration at half of the fitted maximal effect; on the % scale 0 is the no-effect control and ±100 the full control effect; nearly all actives have a fitted effect of over 65% in size
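Rat TrxR1 (90 nM in the dispensed reagent) was pre-reduced with 400 uM NADPH for 5 min at room temperature, then incubated with compound for 15 min. After 400 uM selenite was added, NADPH fluorescence (Ex 340/Em 450 nm) was followed for 8 min.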
mIDH1 inhibitor: human IDH1 R132H inhibition; O75874; IDH1-R132H enzyme, NADPH consumption, diaphorase/resazurin fluorescence; Potency, µM (highest dose often 76.6 µM), without a hit: at the highest dose activity change, negative = inhibition, usual class: inhibitors; 390,000 compounds, 0.093% hits; AID 602179; further: potency means the concentration at half of the fitted maximal effect; on the % scale 0 is the no-effect control and ±100 the full control effect; nearly all actives have a fitted effect of over 65% in size
Target sequence (O75874 whole entry R132H, stated change not applied): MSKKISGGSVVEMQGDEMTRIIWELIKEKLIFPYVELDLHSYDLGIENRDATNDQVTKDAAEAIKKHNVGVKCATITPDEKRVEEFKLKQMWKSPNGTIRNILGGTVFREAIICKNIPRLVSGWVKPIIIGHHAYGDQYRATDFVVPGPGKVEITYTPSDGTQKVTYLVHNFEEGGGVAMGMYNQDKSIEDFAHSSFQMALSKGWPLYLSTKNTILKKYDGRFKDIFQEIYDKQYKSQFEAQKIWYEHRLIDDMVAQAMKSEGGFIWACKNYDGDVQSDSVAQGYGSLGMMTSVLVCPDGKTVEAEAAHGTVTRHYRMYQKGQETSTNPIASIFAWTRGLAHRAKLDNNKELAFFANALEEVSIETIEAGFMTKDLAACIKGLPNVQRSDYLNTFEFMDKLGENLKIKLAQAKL
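IDH1-R132H (0.5 ug/mL dispensed) in pH 7.5 Tris buffer was preincubated 30 min with compound, then given a substrate mix of 0.016 mM NADPH and 2 mM alpha-KG for 80 min at room temperature; remaining NADPH was read by diaphorase/resazurin fluorescence.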
D2 ag: activates the human D2 dopamine receptor. P14416. HEK293 T-REx D2 cells, calcium flux agonist mode. activation, % at 2 µM. 340,000 compounds, 0.53% hits;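 active means activation over 3 SD above normal in the single-dose calcium agonist read, cut at about 30% in these data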; further: 0% is about no effect
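HEK293 Trex D2 cells, tetracycline-induced, o/n 30 C 5% CO2; no-wash Ca dye, RT 30–90 min; 10-cycle baseline, 23 nl cpd added, kinetic Ca read 180 s; agonist hits = positive Ca response.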
Pin1 inhibitor: human Pin1 inhibition; Q13526; Pin1 FP peptide displacement, HiFluor488, 10 min; Potency, µM (titrated, usually from 115 µM), inactives show at the highest dose activity, negative = inhibition, hits mostly inhibitors; 390,000 compounds, 0.009% hits; active means well fitted inhibition curve with a large enough effect in the polarisation, with a control signal flat, not every such curve was filed as active; inconclusive means small, poorly fitted or top-dose-only effect, or effect the other way, or a change in a side signal; inactive means no such curve, though single readings can be large or run the other way; the % refers to the polarisation; further: potency means the concentration at half of the fitted maximal effect; on the % scale 0 is the no-effect control and ±100 the full control effect
Target sequence (Q13526 whole entry, looked up): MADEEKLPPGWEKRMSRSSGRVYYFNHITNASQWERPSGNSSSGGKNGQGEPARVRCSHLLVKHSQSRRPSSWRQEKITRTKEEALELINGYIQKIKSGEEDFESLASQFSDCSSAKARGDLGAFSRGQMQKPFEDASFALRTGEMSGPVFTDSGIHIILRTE
TRHR ag: activates the human TRH receptor | P34981 | TRHR cells, calcium flux fluo-8, FDSS agonist mode | activation, % at 2 µM | 360,000 compounds, 0.18% hits; in the data active means activation above about 30%; further: 0% is about no effect
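Agonist-mode FDSS calcium read (Ex 480/Em 530, 1 s cycles) in 1536-well TRHR cells with fluo-8 dye, after 10-cycle baseline and 23 nL compound addition; TRH at EC20 (10 nM final) added afterwards for the enhancer phase.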
Starred values were filed as active, the others as inactive; ? = inconclusive; nt = no result given; & = joins results of further samples; [ ] = another dose, or the depositor's remark. Unless noted, the call rests on the fitted dose curve; in most records, active means well fitted inhibition curve with a large enough effect; inconclusive means small, poorly fitted or top-dose-only effect; inactive means no such curve, though single readings can be large or run the other way. This is a subset, so the mix of outcomes need not match the whole.

canonical_smiles,TrxR1 substrate,D2 antag,USP1-UAF1 inh,TRHR enhancer,rTrxR1 inhibitor,mIDH1 inhibitor,D2 ag,Pin1 inhibitor,TRHR ag
CCOC(=O)c1sc2c(c1C)C(c1cccs1)C1=C(CCCC1=O)N2 (stereo unspecified),124%[activator],-1,-16%,10,20%,-4%,3.7,2%,3.3
COc1ccc(N2CCN(C(c3ccccc3)c3sc4nc(-c5ccco5)nn4c3O)CC2)cc1 (stereo unspecified),1%[57.1 µM],nt,-10%,3,15%[57.1 µM],-15%,-2.9,-7%,-0.7
CCCCN(C(=O)c1[nH]c(C)c(C(=O)OCC)c1C)c1c(N)n(CCCC)c(=O)[nH]c1=O,0%,17,-14%,5,-6%,10%,0.0,-5%,-0.1
COCC(=O)N/N=C/c1ccc(Sc2nc3ccccc3s2)o1,9%[57.1 µM],-12,-17%,7,12%[57.1 µM],10%,-0.8,1%,0.2
COc1ccc(NC(=O)CC2Nc3cc(C)c(C)cc3NC2=O)c([N+](=O)[O-])c1 (stereo unspecified),-5%,-3,-22%,-5,19%,4%,-0.9,3%,4.5
CCOc1ccc(CNC(=O)CCS(=O)(=O)Cc2ccc(C)cc2)cc1OC,-8%,-8,-4%,1,8%[57.1 µM],-3%,-0.4,1%,0.0
COc1ccccc1C(=O)Nc1ccnn1C1CCN(Cc2cc(C)c(C)cc2C)CC1,-5%,53*,1%,-2,2%,3%,-0.2,-2%,-0.5
CCOC(=O)c1cc(NC(=O)N(C(C)C)C(C)C)c(C)nc1C,-2%,-3,-10%,-3,8%,3%,-0.8,-2%,0.3
CC(=O)c1cccc(NC(=S)N2CCN(S(=O)(=O)c3ccccc3)CC2)c1,12%,-16,-14%,14,6%,4%,-0.1,10%,0.8
O=C(Nc1cccc2nsnc12)c1ccc2c(c1)OCO2,-10%,-9,-9%,-4,-16%,7%,-1.3,-5%,0.1
COC(CN(C)C(=O)C1CCC(CNS(=O)(=O)c2ccc(C)cc2)CC1)OC (stereo unspecified),4%,3,-23%,-6,7%,4%,-0.5,2%,0.3
CCCCOC(=O)c1ccc(NC(=O)CSc2nnnn2C)cc1,-12%[57.1 µM],nt,-10%,8,26%[57.1 µM],5%,nt,6%,0.2
COc1ccc(OC)c(NC(=O)CCc2c(C)nc3c(-c4ccccc4)c(C)nn3c2C)c1,11%,nt,-19%,3,40%[activator],11%,1.2,7%,0.0
COc1ccccc1Nc1nc2ccccc2[nH]1,7%[57.1 µM],-3,-17%,4,10%,1%,0.4,0%,0.1
Cc1cccc(C)c1NC(=O)CNC(=O)C1CCCN(C(=O)c2ccc(Cl)cc2)C1 (stereo unspecified),-4%,11,-10%,6,6%,1%,0.4,-5%,-0.1
Cc1cc(Cl)n2nc(C)c(-c3ccc(Cl)cc3)c2n1,7%[57.1 µM],-7,-7%,3,-40%,?,-1.6,-3%,-1.6
CCCNC(=O)C(C)n1nc(C)c2c(C)n(-c3ccccc3)nc2c1=O (stereo unspecified),3%,nt,1%,2,20%,7%,0.3,-3%,0.2
COc1cc(OC)nc(NC(=O)CSc2nc3ccccc3o2)n1,8%,9,-14%,-4,15%,-5%,1.8,-2%,0.6
Cc1cnc(NC(=O)Cc2ccc(C)c(C)c2)s1,4%,19,?,1,18%,5%,-0.8,3%,-1.2
CC1(C)Cc2c(cnn2-c2ccccc2)C(NC(=O)CCCN2CCCC2=O)C1 (stereo unspecified),2%,nt,-7%,-5,-3%,0%,nt,-6%,-0.1
O=C(O)c1cc(NS(=O)(=O)c2cccc3nsnc23)cc(C(=O)O)c1,-6%,-11,-14%,0,5%,-7%,-0.5,-14%,0.3
COc1c(C)oc2cc(O)ccc2c1=O,174%[activator],5,1%,-8,?,8%,0.9,-17%,-0.2
CCn1nc(NS(=O)(=O)c2ccc([N+](=O)[O-])cc2)c2cc3ccccc3nc21,-3%,-16,-23%,-3,-6%,0%,0.7,-4%,-0.1
CN1CCN(S(=O)(=O)c2ccc(C(=O)NC3CCCCC3)cc2)CC1,-1%,nt,-6%,nt,7%,0%,nt,9%,nt
COCCn1c(SCC(=O)Nc2ccc(Cl)c(S(=O)(=O)N(C)C)c2)nc2ccccc21,-6%[57.1 µM],-6,-13%,-8,8%[57.1 µM],4%,0.1,7%,0.1
O=C(CSc1nc(-c2ccco2)cc(C(F)(F)F)n1)NC1CCCC1,6%[57.1 µM],nt,-12%,-6,1%[57.1 µM],-6%,nt,11%,-0.8
CCOc1ccc(NC(=O)Nc2ccc3nsnc3c2)cc1,-2%,4,-4%,5,1%,8%,1.1,2%,0.5
CCc1ccccc1NC(=O)Cn1nc(N2CCN(c3ccccc3OC)CC2)ccc1=O,-1%[57.1 µM],nt,12%,-2,8%[57.1 µM],-8%,-0.7,?,-0.4
CCOC(=O)C1CCCN(C(=O)Cc2ccc(C)cc2)C1 (stereo unspecified),3%,nt,-15%,-3,8%,6%,nt,3%,0.2
COC(=O)c1sc(NC(=O)/C=C/c2ccc(C)o2)nc1C,-1%,nt,-19%,2,?,2%,nt,35%[activator],-0.1
COCCNc1nc2nonc2nc1N1C[C@H]2CC[C@H]1C2,0%[57.1 µM],-8,-10%,7,-25%[57.1 µM],7%,0.3,2%,0.2
COc1ccc(C(C)=O)cc1COC(=O)C1CC(=O)N(Cc2ccccc2)C1 (stereo unspecified),-13%,-7,-7%,1,-26%,2%,-0.6,-9%,-0.1
CCn1cnc2cc(NCc3ccc(N(C)C)cc3)ccc21,11%&5%,-3,-19%&-8%,-2&6,?,-28%&-8%,0.3&3.5,-2%&-10%,-0.3&-0.6
Nc1cc(C(F)(F)F)ccc1S(=O)(=O)Nc1cccc2c1NCCC2,3%,nt,nt,4,-4%,nt,nt,-8%,0.1
CC1CCCC(NC(=O)c2ccc(COc3ccccc3)o2)C1C (stereo unspecified),-2%,4,-27%,13,13%,-1%,-0.7,7%,-0.6
CCOC(=O)CNC(=O)c1ccccc1Br,8%[57.1 µM],nt,-19%,4,5%[57.1 µM],0%,nt,0%,0.6
COc1ccc(NC(=O)c2ccc(-c3nc(CSc4ccccc4)c(C)o3)cc2)cc1OC,-5%,nt,3%,-2,7%,1%,1.3,19%,0.2
CC(C)NC(=O)Cn1c(=O)n(CC(=O)N2CCCCC2)c(=O)c2sccc21,-5%,14,-24%,-2,-7%,-10%,0.0,3%,0.6
O=C(NCCCn1ccnc1)c1cccc(S(=O)(=O)NCc2ccccc2)c1,4%[57.1 µM],-6,0%,5,15%,0%,0.1,3%,-0.1
O=C(c1ccc(Cn2c(=O)[nH]c3ccccc3c2=O)cc1)N1CCN(c2ccccc2)CC1,5%[57.1 µM],-2,-2%,-3,-5%[57.1 µM],1%,1.6,?,1.1
C[C@H](NS(=O)(=O)c1ccc2c(c1)OCCCO2)C(=O)N1CCN(c2ccc(F)cc2)CC1,5%,-9,-20%,3,23%,7%,-0.1,5%,1.2
COc1ccc(C(=O)Nc2cc(OC)ccc2OC)cc1,-1%,0,-7%,7,-10%,8%,0.3,-3%,-0.5
O=C1CC2(CCCC2)C(=O)N1CN1CCN(S(=O)(=O)c2ccc(F)cc2F)CC1,5%[57.1 µM],nt,-1%,nt,-2%[57.1 µM],-2%,nt,1%,nt
OCCN1CCN(C(=S)c2ccc(-c3ccccc3)cc2)CC1,-1%[57.1 µM],6,1%,-6,3%[57.1 µM],22%,-0.1,-1%,0.0
Cc1ccc(NC(=O)CNCc2ccccc2)c(Br)c1,9%[57.1 µM],-12,-6%,-4,33%[57.1 µM],6%,-0.4,-9%,1.2
COc1cc(OC)c(NC(=O)CSc2cc(=O)n(C)c3ccc(Cl)cc23)cc1Cl,0%,nt,-17%,40*,25%,-3%,-0.1,2%,-0.3
C=CCc1ccc(OCC(O)CN2CCN(c3ccccc3)CC2)c(OC)c1 (stereo unspecified),-2%,-4,-19%,0,-1%,6%,-0.1,-1%,-0.4
CCc1nnc(NC(=O)CSCc2cc(=O)c3ccc(C)cc3[nH]2)s1,-6%[57.1 µM],nt,?,6,-13%[57.1 µM],22%,0.4,1%,-0.1
CCOC(=O)[C@@H]1[C@H]2COc3cc(OC)ccc3[C@H]2N2C(=O)N(c3cccc(F)c3)C(=O)[C@]12C,-4%,nt,1%,nt,21%,-3%,nt,5%,nt
O=[N+]([O-])c1ccc(O)c(C=Nc2cccc3ccccc23)c1,59%[activator],-2,-12%,6,-29%,-7%,0.0,2%,0.3

Following part
canonical_smiles,TrxR1 substrate,D2 antag,USP1-UAF1 inh,TRHR enhancer,rTrxR1 inhibitor,mIDH1 inhibitor,D2 ag,Pin1 inhibitor,TRHR ag
CC(C)=CC(O)C/C(C)=C/COc1ccc2ccc(=O)oc2c1 (stereo unspecified),82%[activator][57.1 µM],-22,-21%,-1,16%[57.1 µM],1%,-0.8,-1%,-0.9
COC(=O)c1[nH]c2cc(C)ccc2c1NC(=O)CN1CCc2cc(OC)c(OC)cc2C1,10%,22,3%,-4,14%,2%,0.1,?,-0.6
CCCN(CC(=O)Nc1ccccc1C)C(=O)c1oc2ccc(OCC)cc2c1C,9%,4,-18%,0,21%,5%,0.0,5%,-0.3
Cc1ccc(NC(=O)c2cnn(-c3ccccc3)c2NC(=O)c2ccco2)cc1C,-15%,4,5%,-2,3%[57.1 µM],3%,-0.2,4%,-0.3
CCN(C(N)=S)c1ccccc1,8%[57.1 µM],10,-6%,5,5%[57.1 µM],0%,0.7,-3%,1.4
CCN(CC)c1ccc(C(=O)N2CCC(c3ccncc3)CC2)cc1,-6%[57.1 µM],nt,3%,-8,0%[57.1 µM],-10%,0.6,-9%,0.2
